# PLK1 PBD inh – blocks phosphopeptide binding to human Plk1 polo box domain; Plk1 PBD phosphopeptide binding, fluorescence polarization; inhibition, %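 (tested at about 20 µM)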; hit rate 0.13% among 97,000; AID 693; in the data active = inhibition above about 34%, passing the limit was not always enough
# HUVEC tox TNFa – HUVEC cytotoxicity counter-screen, TNF alpha stimulated | hit rate 0.17% among 93,000 | cell count reduction, % at 2 µM | AID 848 | HUVEC TNFalpha-stimulated, Hoechst cell count, imaging;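 active = cell count reduction exceeding the screen mean by over 5 SD, scaled to untreated wells per plate, cut at about 78% in these data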;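 also: cells counted after 24 h of TNF alpha exposure following the 1 h pretreatment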
# sEH inhibitor – blocks human soluble epoxide hydrolase activity; P34913; recombinant human sEH enzymatic activity assay; inhibition, % at 2 µM; hit rate 0.34% among 91,000; AID 707; in the data active = inhibition above about 80%; also: values of inactives mirror those of a sister screen read the other way; many of its hits are not listed in these tables
# Target sequence (P34913 whole entry, looked up): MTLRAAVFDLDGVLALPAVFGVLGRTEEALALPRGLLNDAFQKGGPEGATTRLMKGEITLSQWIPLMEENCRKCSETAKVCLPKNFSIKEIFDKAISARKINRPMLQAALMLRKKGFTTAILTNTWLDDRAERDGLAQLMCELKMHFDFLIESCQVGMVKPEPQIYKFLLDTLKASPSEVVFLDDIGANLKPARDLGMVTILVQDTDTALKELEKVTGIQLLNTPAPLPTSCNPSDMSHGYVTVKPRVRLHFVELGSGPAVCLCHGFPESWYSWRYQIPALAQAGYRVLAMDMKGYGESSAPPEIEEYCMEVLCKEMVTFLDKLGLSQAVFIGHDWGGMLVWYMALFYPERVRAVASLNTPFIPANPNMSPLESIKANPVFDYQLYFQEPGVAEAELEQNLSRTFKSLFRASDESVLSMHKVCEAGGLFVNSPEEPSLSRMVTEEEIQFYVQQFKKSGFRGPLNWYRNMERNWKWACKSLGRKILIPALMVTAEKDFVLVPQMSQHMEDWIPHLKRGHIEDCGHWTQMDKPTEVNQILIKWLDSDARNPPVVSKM
# E coli WT exp – blocks growth of wild type E. coli BW25113. OD600 absorbance. growth inhibition, % at 100 µM. hit rate 0.15% among 98,000;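 active = growth inhibition above about 50% at one test dose, limit read from the data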;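 also: growth measured after 20 h incubation at 37 °C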
# PLK1 kinase inh – PLK1 (human) kinase inhibition. recombinant PLK1 kinase, TR-FRET peptide phosphorylation. hit rate 0.53% among 97,000. P53350. inhibition, % at 10 µM;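 active = inhibition of 50% or more in the single-concentration screen; inactive = inhibition below 50%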;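 also: 0% = DMSO max control and 100% = H-89 dihydrochloride min control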
# VCAM1 TNFa inh – reduces TNF alpha induced VCAM1 expression in HUVEC. HUVEC TNFa-induced VCAM-1 immunofluorescence, high-content imaging. inhibition, % at 2 µM. hit rate 0.48% among 95,000;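 active = inhibition above the batch mean plus 3 SD, with images confirmed as a hit by eye, cut at about 37% in these data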;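 also: 0% = TNF-stimulated DMSO wells and 100% = unstimulated control wells; not every result past the cut was called active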
# DAT uptake mod – changed human dopamine transporter uptake under cocaine IC80; LLC-PK1 hDAT cells, [14C]-dopamine uptake with cocaine IC80; actives deviate in either direction; B-score at 10 µM; hit rate 1.3% among 110,000;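 active = Z score or B-score, a plate-position-corrected score, falls beyond the plate's 99.7% confidence bounds, in either direction; inactive = both scores lie inside the 99.7% bounds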;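 also: scored against the spread of the other compound wells on the same plate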
# IL1B cytotox – toxic to HUVEC cells under IL-1B stimulation; HUVEC cell count loss, Hoechst imaging, IL-1B stimulated; cell count reduction, % at 2 µM; hit rate 0.41% among 94,000; AID 845;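 active = cell count reduction more than 3 SD above the screen-wide mean, cut at about 70% in these data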;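 also: normalized per plate to untreated control cells as the no-loss baseline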
# F-actin modifier – alters cytoskeleton assembly in HUVEC cells; HUVEC TNFa F-actin phalloidin imaging, high content; inhibition, % at 2 µM; hit rate 0.18% among 91,000; AID 836;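 active = inhibition above the batch mean plus 3 SD and confirmed as a hit by visual image inspection, cut at about 30% in these data, passing the limit was not always enough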; also: strong numbers were not always called active
# Starred values were filed as active, the others as inactive; nt = no result given.
[1] COc1ccccc1C(=O)NCC1CCN(c2ccc(S(=O)(=O)N3CCOCC3)cc2)CC1
[2] CSc1nc2c(c(=O)[nH]1)CCCC2
[3] Cc1ccc2[nH]c(=O)c(CN(Cc3nnnn3Cc3ccccc3)C3CCCC3)cc2c1
[4] COC(=O)CSc1nc(SCc2ccc(C)cc2)nc2c1CCCC2
[5] CCC(=O)N1CCc2cc(S(=O)(=O)NC(C(=O)N3CCc4ccccc4C3)C(C)C)ccc21 (stereo unspecified)
[6] Cn1cnnc1SCC(=O)NCc1cccc(C(F)(F)F)c1
[7] Cc1ccccc1-c1nc2cc(N)ccc2o1
[8] COC(=O)Cc1c(C)nc2nc(NCc3c(F)cccc3Cl)[nH]n2c1=O

Screen / compound no.	1	2	3	4	5	6	7	8
PLK1 PBD inh	-2	-2	15	-4	-5	5	-12	18
HUVEC tox TNFa	-2	0	-6	8	-34	-5	-6	-4
sEH inhibitor	-11	-8	6	-5	2	-5	nt	1
E coli WT exp	-11	1	-4	8	-12	11	-4	-2
PLK1 kinase inh	-6	-12	-3	-6	-12	-5	-10	-9
VCAM1 TNFa inh	-10	12	0	-5	8	-2	11	29
DAT uptake mod	0.33	-0.94	-0.083	-0.52	1.1	nt	-0.084	0.13
IL1B cytotox	5	24	-9	-25	-9	13	nt	26
F-actin modifier	12	-6	-11	-10	-8	3	-15	-6

[9] CC(=O)N1CCc2cc(Br)cc(S(=O)(=O)NCCCN3CCCC(C)C3)c21 (stereo unspecified)
[10] CCC(C)COC(=O)C(C#N)c1nc2ccccc2nc1N1CCCCC1 (stereo unspecified)
[11] Cc1ccc(S(=O)(=O)N2CCC(C(=O)N(C)C3CCS(=O)(=O)C3)CC2)cc1 (stereo unspecified)
[12] O=C(c1cc2cc(Br)ccc2oc1=O)N1CCN(c2ccccn2)CC1
[13] O=C(Cn1c(=O)oc2ccccc21)Nc1nc(-c2ccccc2)cs1
[14] CCN(Cc1cc2ccccc2[nH]c1=O)S(=O)(=O)c1ccccc1
[15] COc1ccccc1CN(CC(=O)NCc1ccc2c(c1)OCO2)C(=O)c1ccc2c(c1)OCCO2
[16] Cn1cnc([N+](=O)[O-])c1NC(C)(C)C

Screen / compound no.	9	10	11	12	13	14	15	16
PLK1 PBD inh	-23	5	-23	7	-4	-11	-8	-11
HUVEC tox TNFa	0	-25	-5	-9	-12	-16	0	-9
sEH inhibitor	1	4	-8	2	-9	-2	-8	-4
E coli WT exp	5	-18	4	-16	-11	5	nt	2
PLK1 kinase inh	-9	-5	-5	-3	-15	-6	-7	-6
VCAM1 TNFa inh	6	-36	-2	-11	1	35	-3	-1
DAT uptake mod	-0.42	-0.77	-0.22	1.2	-0.22	-0.6	-0.77	0.21
IL1B cytotox	-6	-14	-1	-14	14	-28	35	-8
F-actin modifier	-8	-10	2	-16	-7	8	9	8

# Brought forward from above: three entries, then new ones.
[14] CCN(Cc1cc2ccccc2[nH]c1=O)S(=O)(=O)c1ccccc1
[15] COc1ccccc1CN(CC(=O)NCc1ccc2c(c1)OCO2)C(=O)c1ccc2c(c1)OCCO2
[16] Cn1cnc([N+](=O)[O-])c1NC(C)(C)C
[17] COc1ccc(C(=O)Nc2ccc(NC(=O)c3cnccn3)cn2)cc1
[18] Nc1nc(SCC(=O)N2N=C3/C(=C/c4ccco4)CCCC3C2c2ccco2)n[nH]1 (stereo unspecified)
[19] Cc1cccc(NC(=O)c2cnc3sccn3c2=O)c1C
[20] CC(C)C(NS(=O)(=O)c1ccc2c(c1)oc(=O)n2C)C(=O)N1CCN(c2ccccc2F)CC1 (stereo unspecified)
[21] COc1ccc(C(=O)NNC(=O)CSc2nnc(COc3ccccc3)n2C)cc1
[22] CCOC(=O)/C(C#N)=C1/SC(CCO)C(=O)N1c1ccccc1 (stereo unspecified)
[23] Cc1ccccc1-c1nnc(SCC(=O)Nc2ccc3c(c2)OCCO3)n1N
[24] O=C(NCCCO)Nc1ccc2nc(-c3ccco3)c(-c3ccco3)nc2c1

Screen / compound no.	14	15	16	17	18	19	20	21	22	23	24
PLK1 PBD inh	-11	-8	-11	13	-32	7	31	0	-13	7	-20
HUVEC tox TNFa	-16	0	-9	29	-3	11	-8	6	-28	3	-11
sEH inhibitor	-2	-8	-4	1	-17	-5	-10	-3	-5	2	7
E coli WT exp	5	nt	2	-3	-5	-3	-5	9	3	-4	-4
PLK1 kinase inh	-6	-7	-6	-1	-14	-15	-5	-11	-6	-8	52*
VCAM1 TNFa inh	35	-3	-1	11	-6	3	7	4	-25	-21	-16
DAT uptake mod	-0.6	-0.77	0.21	0.21	0.36	-0.84	-0.28	-0.21	-1.2	0.43	nt
IL1B cytotox	-28	35	-8	18	-4	-13	-4	-21	8	8	-3
F-actin modifier	8	9	8	nt	0	7	3	-35	-12	2	2

# Sorted by formula weight (ascending): part of the list above.
[2] CSc1nc2c(c(=O)[nH]1)CCCC2
[16] Cn1cnc([N+](=O)[O-])c1NC(C)(C)C
[7] Cc1ccccc1-c1nc2cc(N)ccc2o1
[6] Cn1cnnc1SCC(=O)NCc1cccc(C(F)(F)F)c1
[14] CCN(Cc1cc2ccccc2[nH]c1=O)S(=O)(=O)c1ccccc1
[13] O=C(Cn1c(=O)oc2ccccc21)Nc1nc(-c2ccccc2)cs1
[24] O=C(NCCCO)Nc1ccc2nc(-c3ccco3)c(-c3ccco3)nc2c1
[23] Cc1ccccc1-c1nnc(SCC(=O)Nc2ccc3c(c2)OCCO3)n1N
[12] O=C(c1cc2cc(Br)ccc2oc1=O)N1CCN(c2ccccn2)CC1
[5] CCC(=O)N1CCc2cc(S(=O)(=O)NC(C(=O)N3CCc4ccccc4C3)C(C)C)ccc21 (stereo unspecified)

Screen / compound no.	2	16	7	6	14	13	24	23	12	5
PLK1 PBD inh	-2	-11	-12	5	-11	-4	-20	7	7	-5
HUVEC tox TNFa	0	-9	-6	-5	-16	-12	-11	3	-9	-34
sEH inhibitor	-8	-4	nt	-5	-2	-9	7	2	2	2
E coli WT exp	1	2	-4	11	5	-11	-4	-4	-16	-12
PLK1 kinase inh	-12	-6	-10	-5	-6	-15	52*	-8	-3	-12
VCAM1 TNFa inh	12	-1	11	-2	35	1	-16	-21	-11	8
DAT uptake mod	-0.94	0.21	-0.084	nt	-0.6	-0.22	nt	0.43	1.2	1.1
IL1B cytotox	24	-8	nt	13	-28	14	-3	8	-14	-9
F-actin modifier	-6	8	-15	3	8	-7	2	2	-16	-8

[1] COc1ccccc1C(=O)NCC1CCN(c2ccc(S(=O)(=O)N3CCOCC3)cc2)CC1

Screen / compound no.	1
PLK1 PBD inh	-2
HUVEC tox TNFa	-2
sEH inhibitor	-11
E coli WT exp	-11
PLK1 kinase inh	-6
VCAM1 TNFa inh	-10
DAT uptake mod	0.33
IL1B cytotox	5
F-actin modifier	12

# (further entries)
[25] O=C(CSc1n[nH]c(-c2cccs2)n1)NCc1cccs1
[26] Cc1nc(CCNC(=O)Cc2ccc(Cl)cc2)cs1
[27] CCCSc1nc(N)nc(-c2cccs2)c1C#N
[28] Cc1ccc(-c2nn(-c3ccccc3)cc2CSC(=N)N)cc1
[29] CCC1(C)Cc2c(sc3c2c(=O)n(C)c2nnc(SCc4ccccc4)n32)CO1 (stereo unspecified)
[30] Cc1ccc(C(=O)NC(=S)Nc2ccccc2C(F)(F)F)cc1C
[31] Cn1c(=O)[nH]c(=O)c2c1nc(N1CCNCC1)n2Cc1cccc2ccccc12
[32] N#CC(C(=O)NC1CCCCC1)c1nc2ccccc2nc1N1CCN(c2ccccc2F)CC1 (stereo unspecified)

Screen / compound no.	25	26	27	28	29	30	31	32
PLK1 PBD inh	-1	-8	-24	-6	10	-29	-17	-10
HUVEC tox TNFa	-9	-30	-6	-7	-26	38	-5	nt
sEH inhibitor	-10	-8	-18	5	1	7	4	-15
E coli WT exp	0	-4	9	98*	-2	-6	1	-20
PLK1 kinase inh	-1	-19	-11	-4	-16	-3	13	-16
VCAM1 TNFa inh	-6	5	-5	-9	21	24	12	nt
DAT uptake mod	-0.69	-0.026	0.45	1.1	-0.63	0.17	0.92	nt
IL1B cytotox	13	9	18	16	-52	-8	-9	nt
F-actin modifier	0	9	20	-6	0	-11	14	nt

[33] COC(=O)C(NC(=O)COc1ccccc1)(Nc1nc2c(s1)CCCC2)C(F)(F)F (stereo unspecified)
[34] Cc1ccc(NCc2nnc3n2CCCCC3)cc1
[35] CCOc1ccc(C(=O)OCC(=O)c2c(N)n(C)c(=O)n(C)c2=O)cc1OCC
[36] CC1SCCN1S(=O)(=O)c1ccc2ccccc2c1 (stereo unspecified)
[37] Cc1ccccc1NC(=O)CC1(c2ccc(N(C)C)cc2)C(=O)c2ccccc2C1=O
[38] O=C(Nc1ccc2oc(-c3cccnc3)nc2c1)c1cc2ccccc2o1
[39] COc1ccc(NC(=O)CN2CCN(C3c4ccccc4-c4ccccc43)CC2)c(OC)c1
[40] Cc1ccc(NC(=O)COc2ccccc2CNC(C)(C)CC(C)(C)C)cc1

Screen / compound no.	33	34	35	36	37	38	39	40
PLK1 PBD inh	7	4	-24	8	-3	0	-34	11
HUVEC tox TNFa	3	-19	-15	-6	-19	-32	-28	-27
sEH inhibitor	-13	-3	-5	-9	-6	23	-5	1
E coli WT exp	nt	-3	-6	nt	-3	6	-14	16
PLK1 kinase inh	-15	-13	-4	-8	-5	-3	-6	-10
VCAM1 TNFa inh	8	12	2	16	7	-28	22	-8
DAT uptake mod	0.45	1	1.1	0.15	-1.6	-0.94	0.21	0.48
IL1B cytotox	-4	8	7	-48	-1	-27	0	14
F-actin modifier	5	nt	nt	2	-7	7	28	11

[41] CCCN1C2=NCCN2c2cc(C)c(C)cc21
[42] CC1(C)C=C(c2ccc(C=O)s2)CC(C)(C)N1
[43] CCS(=O)(=O)N1CCCC(C(=O)NCc2ccc3c(c2)OCO3)C1 (stereo unspecified)
[44] O=C(Cn1ncc2c3ccccc3n(Cc3ccc(F)cc3)c2c1=O)N1CCN(c2ncccn2)CC1
[45] Cc1[nH]n(-c2ccccc2)c(=O)c1N=Nc1nccs1
[46] O=C(NC1CCCC1)C(c1cccs1)N(C(=O)c1ccco1)c1ccc2c(c1)OCCO2 (stereo unspecified)
[47] CCN(CC)CCN1C(=O)c2ccccc2NC1c1ccc(F)cc1 (stereo unspecified)
[48] Cc1cc(=O)oc2c(C)c(OCC(=O)N(C)C)ccc12

Screen / compound no.	41	42	43	44	45	46	47	48
PLK1 PBD inh	5	10	-18	-5	-17	-13	3	-6
HUVEC tox TNFa	-21	-6	-24	-21	-6	54	-8	-16
sEH inhibitor	-5	-13	5	10	0	-7	-3	-4
E coli WT exp	7	9	-1	-5	4	7	-3	3
PLK1 kinase inh	-5	-2	1	5	-16	-8	-11	-5
VCAM1 TNFa inh	-9	6	-9	18	34	4	-2	16
DAT uptake mod	-0.22	0.95	-0.54	2.8*	-1	0.53	0.083	0.57
IL1B cytotox	-3	8	24	-11	0	-5	6	-11
F-actin modifier	-21	22	11	-10	1	21	22	-2

[49] Cc1cccc(OCCNc2cc(N3CCOCC3)ccc2[N+](=O)[O-])c1
[50] COc1ccc(CCNC(=O)c2ccc(=O)[nH]n2)cc1OC
[51] C=CCn1c(Oc2cc(C)ccc2C)nc2c1c(=O)n(C)c(=O)n2C
[52] CC(C)(C)c1cc(C(c2cccnc2)N2CCN(CCO)CC2)cc(C(C)(C)C)c1O (stereo unspecified)

Screen / compound no.	49	50	51	52
PLK1 PBD inh	25	-3	-24	-18
HUVEC tox TNFa	-28	-5	-14	nt
sEH inhibitor	-1	nt	11	7
E coli WT exp	-5	4	11	5
PLK1 kinase inh	-3	-9	-11	-12
VCAM1 TNFa inh	16	-1	-10	19
DAT uptake mod	-0.035	-0.5	0.00031	-0.74
IL1B cytotox	-6	0	-15	-6
F-actin modifier	19	18	11	-9

# Screening data from PubChem BioAssay.
